# Assay outcomes (PubChem)
# All columns: NCI-60 one-dose screen, growth in % after 48 h at 10 µM unless noted; 100 = growth as untreated, 0 = no growth, -100 = all killed.
# PC-3: PC-3 prostate cancer cells. 3.9% of 80,000 active. AID 1794754
# DU-145: DU-145 prostate cancer. 4.2% of 81,000 active. AID 1794760
# U251: U251 CNS tumor cells | 5.4% of 80,000 active | AID 1794753
# SF-295: SF-295 CNS cancer cells. AID 1794758. 5.6% of 79,000 active
# UO-31: UO-31 renal cancer. 5.2% of 81,000 active. AID 1794768
# SN12C: SN12C renal cancer cells; 3.8% of 81,000 active; AID 1794767
# SF-539: SF-539 CNS cancer; 6.8% of 81,000 active; AID 1794752
# 786-0: 786-0 renal cancer cells; 5.1% of 81,000 active
# SF-268: SF-268 CNS cancer cells; 3.1% of 82,000 active
# The depositor's hits bear a star; . = no result given; & = joins results of further samples. How the source made its calls: active means growth percent below 10; inactive means the rest.
molecule,PC-3,DU-145,U251,SF-295,UO-31,SN12C,SF-539,786-0,SF-268
CCOc1ccc(NC(=O)NNC(=O)c2ccncc2)cc1,108,111,100,.,97,106,101,101,103
C/C(=N\Nc1ncc(-c2ccc(C)cc2)s1)c1cc2ccccc2o1,75,107,95,89,79,94,100,101,101
COc1ccc(-c2nc(SC(C)C)nc(Nc3ccc(C(C)=O)cc3)c2C#N)cc1,105,111,98,101,123,113,102,105,117
COc1ccc(N=NN(C)C(=O)c2ccccc2)cc1,83,112,101,82,74,105,89,80,103
COc1ccc(/C=C2/SC(=S)NC2=O)cc1OCc1cn(-c2ccc(S(=O)(=O)Nc3nccs3)cc2)nn1,107,107,108,103,82,102,92,110,94
CCCCOCCOCCOC(=O)c1ccccc1OCC,99,111,98,124,93,102,100,116,101
COc1ccccc1N1CCN(C(=O)c2ccc3nc(NC(=O)c4ccc(NCCc5ccccc5)c([N+](=O)[O-])c4)sc3c2)CC1,78,69,86,102,60,77,100,110,68
Clc1nc(Cl)c2ncn(C/C=C\Cn3cnc4c(Cl)nc(Cl)nc43)c2n1,-58*,-98*,-56*,-33*,.,-11*,-53*,-9.1*,-2.2*
CC(=O)N1c2ccccc2-n2cccc2C1c1ccc2c(c1)OCO2 (stereo unspecified),78,104,103,90,74,128,113,105,96
Cc1c(O)cc(C(=O)CCl)c(O)c1C,90,111,102,104,69,103,97,108,102
C=C(C)[C@@H]1CC[C@]2(C(=O)OC)CC[C@]3(C)[C@H](CC[C@@H]4[C@@]5(C)C/C(=C/c6ccc(OC)cc6)C(=O)C(C)(C)[C@@H]5CC[C@]43C)[C@@H]12,85,91,.,100,80,85,90,92,91
C#C[C@H]1CCCCCC1O (stereo partly specified),90,110,100,108,97,101,106,103,105
CCCC/C(=C\c1ccc(OC)c(OC)c1)C(=O)NC(Cc1ccccc1)C(=O)C(=O)NCCc1ccc(OC)cc1 (stereo unspecified),88,94,105,100,88,57,40,103,95
COC(=O)c1ccc(CSc2nnc(-c3c(C)nc4ccc(Br)cn34)o2)cc1,106,106,101,99,96,96,97,94,110
Cc1nc2sc3c(=O)[nH]c(-c4ccccc4Cl)nc3c2c(C)c1Br,84,109,91,100,83,94,94,104,100
C/C(=N\O)c1ccc(N2C(=O)C3C(C2=O)C2(Cl)C(Cl)=C(Cl)C3(Cl)C2(Cl)Cl)cc1 (stereo unspecified),101,106,100,99,88,104,99,105,105
COc1ccc(/C=C/C(=O)c2nnn(-c3ccc(F)cc3)c2C)cc1OC,90,92,85,92,78,81,87,98,101
O=C(N/N=C/c1cccc(Oc2ccccc2)c1)c1ccc(Br)o1,103,102,90,120,43,101,101,124,101
CC[P+](CC)(CC)c1ccccc1,106,122,81,99,92,97,95,106,111
COc1ccc2c(c1)nnc1c3cccnc3[nH]c21,29,-18*,-4.5*,40,-74*,-22*,-49*,-37*,-25*
CCOC(=O)c1cnn(CC(C)O)c1NC(=O)NCc1cccc(F)c1 (stereo unspecified),73,97,97,100,92,103,98,95,101
COc1cc(/C=C2\C(=O)N(C(=O)c3csc(NC(C)=O)n3)N=C2C)cc(OC)c1OC,101,107,113,97,84,105,103,102,102
OC1(CCC2(O)CCCCC2)CCCCC1,107,114,107,.,97,103,103,103,109
O=c1cc[nH]cc1[N+](=O)[O-],98,106,97,131,93,97,95,94,97
NCCNc1nc2c3c(sc2c(=O)[nH]1)CCCC3,69,86,94,104,82,95,103,101,98
CC1(C)CCC(S(=O)(=O)c2ccc3c(c2)/C(=N\O)c2cc(S(=O)(=O)N4CCN(c5ccc(F)cc5O)CC4)ccc2-3)CC1,-64*,-46*,-98*,-57*,-91*,20,-88*,-90*,-54*
C=C(C)[C@@H]1CC[C@]2(C(N)=O)CC[C@]3(C)[C@H](CC[C@@H]4[C@@](C)(CC/C(N)=N/O)[C@H](C(=C)C)CC[C@]43C)[C@@H]12,81,96,97,100,82,92,99,105,83
Cc1ccc2nc(Cl)c(-c3nc4ccccc4o3)cc2c1,80,103,102,105,63,104,99,100,88
CC12CCC3C4(C)COC(c5ccc(Cl)cc5)OC4CCC3(C)C1CC(C1=CCOC1=O)O2 (stereo unspecified),68,90,92,83,62,77,86,80,82
CNc1cc(=S)nc(N)[nH]1,96,103,95,105,91,97,94,104,96
Oc1ccc(-c2nc(N3CCOCC3)c3ccccc3n2)cc1,53,84,81,65,36,72,73,77,71
C/C=C(\C)C(=O)O[C@@H]1C2C=C3C4CC(=O)O[C@@H](c5ccoc5)[C@]4(C)CC[C@@H]3[C@@](C)(C2=O)[C@@H]([C@@H](OC(C)=O)C(=O)OC)C1(C)C (stereo partly specified),81,108,89,97,94,95,108,94,97
C=CC(O)CCCCC (stereo unspecified),101,105,96,101,94,101,99,.,99
CCCC[S+](CC)CC(=O)c1ccc(-c2ccccc2)cc1 (stereo unspecified),87,103,96,101,88,108,97,93,98
CCN(CC)CCN1CC(O)=C(c2nc(-c3ccc(Cl)cc3)cs2)C1=N,76,66,-48*,24,-25*,65,-70*,-68*,4.2*
N#Cc1ccc(O)c(C2=NCC(c3ccc(-c4ccccc4)cc3)O2)c1 (stereo unspecified),26,30,4.5*,19,1.4*,30,-9.1*,20,20
CCn1c(Sc2nnc(N)s2)nc2c1c(=O)n(C)c(=O)n2C,110,107,103,105,86,96,102,104,94
Ic1ccc([I+]c2ccc(I)cc2)cc1,54,99,58,69,64,71,59,65,59
Nc1ncncc1-c1ccccc1Cl,104&96,106&104,99&99,110,90&79,100&102,104&98,104&111,101&94
O=C(N/N=C/c1ccccc1)c1cnc2n(c1=O)CCCCC2,106,104,96,98,90,95,97,103,101

# Gathered by group: the entries above with a nitro group on carbon
molecule,PC-3,DU-145,U251,SF-295,UO-31,SN12C,SF-539,786-0,SF-268
COc1ccccc1N1CCN(C(=O)c2ccc3nc(NC(=O)c4ccc(NCCc5ccccc5)c([N+](=O)[O-])c4)sc3c2)CC1,78,69,86,102,60,77,100,110,68
O=c1cc[nH]cc1[N+](=O)[O-],98,106,97,131,93,97,95,94,97

# Further records:
molecule,PC-3,DU-145,U251,SF-295,UO-31,SN12C,SF-539,786-0,SF-268
Cc1cc2nc(C(Cl)Cl)nc(-c3ccc(Cl)cc3)n2n1,16,-3.4*,4.2*,2.7*,-8.8*,37,3.2*,45,7.0*
CCC1(C)C(C#N)C(=O)NC(=O)C1C#N (stereo unspecified),97&100,108&110,93&109,88,94&87,107&108,98&99,108&98,114&110
O=C(COc1ccc(-c2nc3ccccc3[nH]2)cc1)N=Nc1c(O)[nH]c2ccccc12,86,101,56,102,93,92,106,97,98
Cc1nn(-c2ccccc2)c2nc(Cl)c(/C=C/C(=O)c3ccc(Cl)cc3)c(-c3ccccc3)c12,108,119,102,109,83,101,.,103,112
CCCCn1ccnc1C,97,131,99,133,102,113,99,99,113
Oc1c(CN2CCCCC2)ccc2cccnc12,39&52,54&68,39&42,37,-0.3*,59&58,57&75,42&11,48&69
CC(C)(C)CC(C)(C)n1nnnc1C(NC12CC3CC(CC(C3)C1)C2)c1c2ccccc2cc2ccccc12 (stereo unspecified),65,92,87,66,70,82,100,83,80
COc1ccc(/C=C(\C#N)c2ccc(OC)cc2)cc1,74,72,49,47,.,67,80,90,78
NC(=O)c1ccc(OC(F)(F)C(F)Cl)cc1OC(F)(F)C(F)Cl (stereo unspecified),93,105,93,.,84,100,85,104,108
O=C(O)c1cccc(C(=O)O)n1,102,106,115,107,88,97,99,112,96

# Some of the entries so far, with two lines to a compound:
# Order of values – PC-3	DU-145	U251	SF-295	UO-31	SN12C	SF-539	786-0	SF-268
CC(C)(C)CC(C)(C)n1nnnc1C(NC12CC3CC(CC(C3)C1)C2)c1c2ccccc2cc2ccccc12 (stereo unspecified)
  65	92	87	66	70	82	100	83	80
Cc1nn(-c2ccccc2)c2nc(Cl)c(/C=C/C(=O)c3ccc(Cl)cc3)c(-c3ccccc3)c12
  108	119	102	109	83	101	.	103	112
CCCCn1ccnc1C
  97	131	99	133	102	113	99	99	113

# The listing continues.
molecule,PC-3,DU-145,U251,SF-295,UO-31,SN12C,SF-539,786-0,SF-268
Cc1ccc(C(=O)NCc2ccccc2)cc1,75,114,85,104,101,103,105,99,105
CCOC(=O)c1cnc2ccccc2c1Nc1cccc(S(N)(=O)=O)c1,93,107,94,105,72,99,94,102,95
CCN1CN2C(=O)N3CN(CC)CN4C(=S)N(C1)C2C34 (stereo unspecified),92,96,94,93,96,100,99,93,99
Cc1cc(NS(=O)(=O)c2ccc(N=Nc3c(N)nc(N)nc3N)cc2)nc(C)n1,99,118,.,94,93,103,100,106,108
COc1ccc(N)c2c1C(=O)c1ccccc1C2=O,90,112,98,103,69,94,101,112,104
Cc1ccc(C(=O)CSc2nc3[nH]c(=O)n(C)c(=O)c3[nH]2)cc1,102,110,105,97,84,105,96,99,101
COc1cc(C(=O)N/N=C/c2cccc([N+](=O)[O-])c2)cc(OC)c1OC,67,87,56,48,74,94,66,78,74
CCCCCCCSc1nnc(-c2c(C)nc3ccc(Br)cn23)o1,92,108,78,93,50,83,89,88,103
CCN(CC)c1ccc2cc(C(Nc3cc(OC)ccc3OC)c3nnnn3C(C)(C)C)c(=O)oc2c1 (stereo unspecified),83,108,86,98,78,93,98,95,92
N=C(N)SCc1ccc(Cl)c(Cl)c1,66&79&65,69&106&104,104&98&90,79&91&95,68&68&74,90&97&83,107&98&89,99&95&93,80&83&99
COc1ccc(N=Nc2c(N)nn3c(N)c(C#N)c(-c4ccc(C)cc4)nc23)cc1,37,42,74,58,61,58,52,81,67
O=C(c1ccc(O)c(C(=O)N2Cc3ccc(OCCC[P+](c4ccccc4)(c4ccccc4)c4ccccc4)cc3C2)c1)N1Cc2cccc(F)c2C1,79,99,57,85,81,89,56,98,93
CC(C)CCC[C@@H](C)[C@H]1CC[C@H]2[C@@H]3CC[C@H]4C[C@@H](N)CC[C@]4(C)[C@H]3CC[C@]12C,35,70,58,68,47,70,70,50,68
CC(c1ccccc1)N1C(=O)NC2NC(=S)NC21 (stereo unspecified),94,101,103,94,103,113,100,97,95
COC(=O)c1ccccc1NC(=O)C(=O)c1c(O)c(O)c(C(C)C)c2cc(C)c(-c3c(C)cc4c(C(C)C)c(O)c(O)c(C(=O)C(=O)Nc5ccccc5C(=O)OC)c4c3O)c(O)c12,87,105,77,106,80,101,83,92,82
C=C1C[C@H]2[C@@H](N(C(c3ccccc3)c3ccccc3)C(=O)C(=O)N2c2cccc(C3(C)OCC(C)(C)CO3)c2)[C@@]1(CC)NC(=O)OCc1ccccc1,37,88,54,65,44,79,88,71,87
CC(=O)OCCNc1ccccc1,86,108,93,93,83,98,95,101,102
Fc1cc(-c2nnc3sc(-c4ccc(Cl)cc4)nn23)c(Cl)cc1Cl,102,107,92,.,78,103,107,95,98
CC(C)=CC/C=C(/C)[C@H]1CC[C@]2(C)[C@@H]1CC[C@@H]1[C@@]3(C)C/C(=C/c4ccco4)C(=O)C(C)(C)[C@@H]3CC[C@]12C,85,106,.,98,83,99,101,100,102
O=C(O)c1ccccc1Nc1cccc(C(F)(F)F)c1,76&94,107&100,92&116,111&106,78&92,95&105,108&97,98&103,88&93
N#CCCC1(CCC#N)c2ccccc2-c2ccccc21,79,105,95,103,81,99,90,98,99
Nc1nc(=S)c2ncn(C3OC(COC(=O)c4ccccc4)C(OC(=O)c4ccccc4)C3OC(=O)c3ccccc3)c2[nH]1 (stereo unspecified),90,112,50,99,88,52,94,70,102
OCC1(CO)COC(c2ccccc2)=N1,95,118,98,113,86,104,98,103,112
COC1CCC2CC(C(=O)N3CCC(C(C)C(=O)NCC4CCCCC4)CC3)NC2C1 (stereo unspecified),64,97,80,72,63,87,90,96,87
O=C(Nc1ccc(NC(=O)c2cc(S(=O)(=O)NCCc3ccccc3)c(O)c(O)c2O)cc1)c1cc(S(=O)(=O)NCCc2ccccc2)c(O)c(O)c1O,91,104,74,.,65,61,94,105,82
CCOP(=O)(OCC)C1c2ccccc2-c2ccccc21,.,107,106,111,69,107,103,105,101
N#Cc1c2c([nH]c(=O)c1C(N)=O)CCCCC2,103,115,98,101,85,.,95,98,103
COc1ccc(C2=C(CN)C(O)NC(=NCC(=O)c3ccc(CN)cc3)N2)cc1 (stereo unspecified),104,118,103,91,78,106,94,96,93
CO[C@@H]1[C@@H](OC)N(S(=O)(=O)c2ccccc2)C(=O)N1S(=O)(=O)c1ccccc1,94,115,99,112,85,106,124,96,116
CN(C)CCCn1c2c(c3ccccc31)CCCCCC2,80,108,88,97,63,89,96,82,85
C=CCNc1nc2c(s1)CCc1cc(OC)c(OC)cc1-2,109,104,90,93,79,99,107,94,102
CC1O[C@@H](OC2[C@H](OC(=O)/C=C/c3ccc(O)c(O)c3)C(COC3O[C@H](C)C(O)C(O)[C@@H]3O)O[C@@H](OCCc3ccc(O)c(O)c3)[C@H]2O)[C@@H](O)C(O)[C@H]1O (stereo partly specified),100,106,99,103,90,106,94,99,103
CCCCCC#CCN(CC)CC,98,119,103,113,78,104,114,103,111
COc1cc2cc(CNc3ccc(Nc4nccc(-c5ccc6ccccc6c5)n4)cc3)c(=O)[nH]c2cc1OC,77,94,90,108,72,83,100,98,78
COc1cc(Nc2ncccc2C(=O)Nc2nc3ccc(F)cc3s2)cc(OC)c1OC,39,90,58,16,.,63,93,23,90
CC(C)OC(=O)Nc1cc(C(F)(F)F)ccc1F,107,107,97,100,90,103,98,103,101
C#Cc1ccc(NC(=O)c2sc3nc4c(cc3c2N)CCCCC4)cc1,89,73,97,102,96,110,98,96,96
NC(=O)C1CCN(Cc2c[nH]c3ccccc23)CC1,91,.,104,103,56,97,92,92,.
